From PubChem BioAssay
KCNK9 block = human KCNK9 channel inhibition; Q9NPC2; HEK293 KCNK9, FluxOR thallium flux fluorescence; active compounds read low; B-score at 10 µM; 310,000 compounds, 1.2% hits; AID 488922;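 active = ratio B-score over 3 SD below the library mean, with starting fluorescence within 5 SD of its mean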;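 note: negative B-score means less thallium flux so channel inhibition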
KCNK3 inh = human KCNK3 channel inhibition, primary screen | O14649 | CHO-KCNK3 thallium flux, FluxOR fluorescence; active compounds read low | B-score at 10 µM | 340,000 compounds, 0.84% hits | AID 602410;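 active = B-score under library mean minus 4 SD, starting fluorescence ratio at most library mean plus 5 SD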;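 note: more negative B-score means stronger inhibition of thallium flux through KCNK3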
KCNQ1 act = potentiates or activates the human KCNQ1 potassium channel | P51787 | CHO-K1 KCNQ1, thallium flux FluxOR fluorescence; active compounds read high | B-score at 10 µM | 310,000 compounds, 0.35% hits;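 active = fluorescence ratio B-score, a plate-corrected score, at least three library SD, with initial intensity B-score within 5 SD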
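Doses: Single concentration per compound, DMSO matched to controls | Test system: KCNQ1-transfected CHO-K1 cells | Timing: 90 min dye loading and 20 min compound exposure, both at room temperature | Measured by: Kinetic FluxOR thallium fluorescence, 10-s 1-Hz baseline, 110-s post-stimulus read | Medium: Assay buffer with matched DMSO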
ANO1 activ = activators or potentiators of mouse TMEM16A chloride channel; Q8BHY3; HEK293 TMEM16A/YFP-H148Q/I152L, iodide quench fluorescence; active compounds read low; B-score at 10 µM; 340,000 compounds, 0.3% hits;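 active = fluorescence-ratio B-score plate-corrected deviation score at least 3 library SD below zero, with starting fluorescence score within 5 deviations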;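 note: channel opened by trigger with iodide after compound preincubation; score built on the fluorescence ratio of max minus min over baseline; more negative score means more quench and so TMEM16A activation or potentiation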
SKKanGAS inh = SKKanGAS growth inhibition; S. pyogenes SKKanGAS, kanamycin growth, BacTiter-Glo, 6 h; inhibition, % at 7.5 µM; 300,000 compounds, 1.3% hits; AID 1662;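 active = mean replicate score, as percent of positive control median, at least 50; inconclusive = mean below 50 but one replicate at or above 50; inactive = mean and every replicate below 50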;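 note: strain carries kanamycin resistance gene driven by streptokinase promoter and grows in 40 µg/ml kanamycin; loss of luminescence reflects streptokinase promoter inhibition or plain growth inhibition; 0% = median of DMSO wells and 100% = positive control at its reference dose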
hERG protect = compounds protecting human hERG from proarrhythmic drug block; Q12809; CHO-hERG, FluxOR thallium flux, dofetilide IC70 present; activation (rescue from dofetilide block), less the hit threshold, % at 10 µM; 310,000 compounds, 0.51% hits; AID 1511;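 active = activation above the mean of controls blocked by dofetilide plus 5 SD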;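 note: thallium influx through hERG after potassium depolarization seen as dye fluorescence rise; in these data hits start at about 4.7%; inactives centre near -7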
Target sequence (Q12809 whole entry, looked up): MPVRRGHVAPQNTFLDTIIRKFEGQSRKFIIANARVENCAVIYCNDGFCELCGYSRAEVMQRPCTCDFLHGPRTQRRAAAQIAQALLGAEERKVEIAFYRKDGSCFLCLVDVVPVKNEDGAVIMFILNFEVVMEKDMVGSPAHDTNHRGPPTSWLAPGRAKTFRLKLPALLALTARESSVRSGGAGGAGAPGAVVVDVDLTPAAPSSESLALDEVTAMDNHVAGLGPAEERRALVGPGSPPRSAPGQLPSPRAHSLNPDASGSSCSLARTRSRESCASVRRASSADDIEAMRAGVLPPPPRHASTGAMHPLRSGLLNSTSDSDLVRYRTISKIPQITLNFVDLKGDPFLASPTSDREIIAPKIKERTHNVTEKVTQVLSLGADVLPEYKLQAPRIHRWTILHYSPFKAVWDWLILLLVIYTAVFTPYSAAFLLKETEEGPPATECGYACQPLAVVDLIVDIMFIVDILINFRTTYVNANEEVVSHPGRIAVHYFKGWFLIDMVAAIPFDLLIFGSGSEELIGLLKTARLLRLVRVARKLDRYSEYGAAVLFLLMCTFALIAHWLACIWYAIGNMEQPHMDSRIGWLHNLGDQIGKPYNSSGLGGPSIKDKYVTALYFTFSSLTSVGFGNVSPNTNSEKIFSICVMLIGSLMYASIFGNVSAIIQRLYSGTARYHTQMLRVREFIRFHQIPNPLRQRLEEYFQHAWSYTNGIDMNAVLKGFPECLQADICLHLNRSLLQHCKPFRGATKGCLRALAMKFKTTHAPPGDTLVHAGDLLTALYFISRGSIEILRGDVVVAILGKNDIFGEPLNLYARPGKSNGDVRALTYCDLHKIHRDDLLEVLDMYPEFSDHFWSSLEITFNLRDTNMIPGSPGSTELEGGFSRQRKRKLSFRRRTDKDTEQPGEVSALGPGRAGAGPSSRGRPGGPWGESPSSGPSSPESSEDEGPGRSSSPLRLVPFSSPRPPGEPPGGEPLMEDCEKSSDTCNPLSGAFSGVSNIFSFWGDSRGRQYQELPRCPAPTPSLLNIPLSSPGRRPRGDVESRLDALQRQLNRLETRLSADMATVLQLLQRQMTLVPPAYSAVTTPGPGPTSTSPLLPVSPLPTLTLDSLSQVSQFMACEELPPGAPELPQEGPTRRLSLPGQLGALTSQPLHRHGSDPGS
HDAC3 inhib = human HDAC3 inhibition; O15379; recombinant HDAC3, fluorogenic peptide/trypsin coupled, fluorescence; inhibition, % at 8.3 µM; 320,000 compounds, 0.15% hits; AID 2718; in the data active = inhibition above about 26%, passing the limit was not always enough; inconclusive = no clear call, values can overlap the other calls
KCNQ1 block = human KCNQ1 channel inhibition; P51787; CHO-K1 KCNQ1, FluxOR thallium flux fluorescence; active compounds read high; B-score at 10 µM; 310,000 compounds, 1.3% hits; AID 2642;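 active = compounds whose thallium flux B-score, printed positive for inhibition, exceeds three library SD while starting fluorescence stays within three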;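 note: channel opened by potassium depolarization with thallium stimulus after 20 min compound exposure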
RGS4 inh = inhibitors of human RGS4 | B-score at 10 µM | HEK293 M3R/RGS4 inducible, Fluo-4 calcium flux; active compounds read high; triggered by carbachol at its EC20 | AID 463165 | P49798 | 310,000 compounds, 0.45% hits;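 active = B-score, a plate-corrected calcium signal, over three deviations above library mean, with baseline fluorescence within five deviations of library mean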;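 note: RGS4 expression induced by doxycycline in cells with stable M3 receptor; B-score is computed from the integrated fluorescence ratio over baseline after carbachol; higher B-score means a larger calcium signal and so more RGS4 inhibition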
RGS4 act = RGS4 potentiation or activation | HEK293 M3R/inducible RGS4, carbachol calcium flux Fluo4; active compounds read low | B-score at 10 µM | 310,000 compounds, 0.92% hits | AID 463111;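 active = B-score of the integrated calcium signal more than 4 SD below the library mean, with starting fluorescence not abnormally high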;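 note: negative B-score means reduced calcium response which marks RGS4 activation or potentiation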
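Assay system: HEK293 FlpIn-TREx cells, stable M3R, doxycycline-inducible RGS4 / Probe or stimulus: carbachol, ECmax concentration / Times: overnight RGS4 induction, 30 min dye load 37 °C, 20 min compound RT / Signal: kinetic calcium fluorescence imaging with Fluo4-AM dye, 2 µM / Measure: Agonist-evoked peak-minus-minimum fluorescence over baseline, integrated ratio, B score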
ANO1 block = blocks the mouse calcium-activated chloride channel TMEM16A; Q8BHY3; HEK293 TMEM16A/YFP iodide influx fluorescence, ionomycin; normalized B-score (activity score, 25-100; higher = stronger inhibition) at 10 µM; 310,000 compounds, 1.2% hits;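 active = ratio plate-corrected score three or more library SD toward inhibition, starting fluorescence score within five deviations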;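 note: score derived from kinetic fluorescence span divided by baseline fluorescence per well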
* hit, by the source's call; i = inactive; ? = inconclusive; · = not tested or not shown. Hits appear at their usual frequency; about 6.3% have a hit in one of these screens.

smiles,KCNK9 block,KCNK3 inh,KCNQ1 act,ANO1 activ,SKKanGAS inh,hERG protect,HDAC3 inhib,KCNQ1 block,RGS4 inh,RGS4 act,ANO1 block
COC(=O)c1ccc(/C=C(/NC(=O)c2ccccc2)C(=O)N2CCOCC2)cc1,i,i,i,i,2,-6,-1,i,i,i,i
O=C(COC(=O)Cc1ccc(Cl)cc1Cl)Nc1ccccc1OC(F)F,i,i,i,i,-7,-7,2,i,i,i,i
Cc1cccc2sc(NC(=O)C3CCN(C(=O)c4ccco4)CC3)nc12,i,i,i,i,7,-15,3,i,i,i,i
CCN(CC)S(=O)(=O)c1ccc(C(=O)NCCc2cc3c(OC)ccc(OC)c3[nH]c2=O)cc1,i,i,i,i,0,-5,4,i,i,i,i
COc1ccc(S(=O)(=O)N(C)C)cc1NS(=O)(=O)c1ccc(F)c(F)c1F,i,i,i,i,2,-9,2,i,i,i,i
CC(C)(C)N(NC(=O)Nc1ccc(Cl)c(Cl)c1)C(=O)c1ccccc1,i,i,i,i,44,-13,1,i,i,i,i
O=C(C[n+]1cccc(CNC(=O)c2ccc(OC(F)F)cc2)c1)Nc1cccc(C(F)(F)F)c1,i,i,i,i,12,-9,5,i,i,i,i
c1ccc2c(c1)NC1(CCCCC1)n1c-2nc2ccccc21,i,i,i,i,-4,-17,-4,i,i,i,i
O=C(OCc1cccc([N+](=O)[O-])c1)c1cccnc1,i,i,i,i,-1,-5,-2,i,i,i,i
CCN(CC)S(=O)(=O)c1cc(NC(=O)Cn2ncc(Cl)c(Cl)c2=O)ccc1C,i,i,i,i,-9,-21,·,i,i,i,i
Fc1cccc(CSc2nc3ncc(Cl)cc3[nH]2)c1,i,i,i,i,-1,-2,0,i,i,i,i
CCC1(C)CC(CCN(Cc2ccco2)C(C)=O)(c2ccccc2)CCO1 (stereo not given),i,i,i,i,10,-17,4,i,i,i,i
O=C(NCc1cccnc1)C1CC2c3ccccc3C1c1ccccc12 (stereo not given),i,i,i,i,2,-4,-1,i,i,i,i
Fc1ccc(-c2ccnc3nc(-n4cccc4)nn23)cc1,i,i,i,i,-9,-4,0,i,i,i,i
CCN(CC)S(=O)(=O)c1ccc(N2C(=O)Nc3ccccc3N2O)cc1,i,i,i,i,-7,-7,-8,i,i,i,i

Further records follow.
smiles,KCNK9 block,KCNK3 inh,KCNQ1 act,ANO1 activ,SKKanGAS inh,hERG protect,HDAC3 inhib,KCNQ1 block,RGS4 inh,RGS4 act,ANO1 block
CCCOc1ccc(N/C=C/C(=O)C(C)(C)C)cc1,i,i,i,i,-22,-7,0,i,i,i,i
Cc1ccc(Nc2nc(=O)[nH]nc2C)cc1,i,i,i,i,-4,-3,6,i,i,i,i
O=C(Cn1nc(Cc2cccnc2)c2ccccc2c1=O)Nc1cc(F)ccc1F,i,i,i,i,0,-11,-3,i,i,i,i
Cc1cc(=O)n(C)c(=O)n1CCCNc1ccccc1,i,i,i,i,2,-2,2,i,i,i,i
COC1=C(Nc2ccc(C)cc2)C(=O)c2ccccc2C1=O,i,i,i,i,21,-12,4,i,i,i,i
COc1ccccc1NC(=O)C1=C(C)NC(SCC(=O)c2ccccc2)=C(C#N)C1c1ccco1 (stereo not given),i,i,i,i,13,-33,·,i,i,i,·
CCOC(=O)C(C(=O)Nc1cccc(C)c1)C1CCCCC1 (stereo not given),i,i,i,i,10,-6,·,i,i,i,i
CCOc1ccc(N2C(=O)CC(NC3CCN(C(=O)c4cccs4)CC3)C2=O)cc1 (stereo not given),i,i,i,i,1,-6,1,i,i,i,i
COc1cc(/C=N\n2cnnc2)ccc1OCC(=O)Nc1ccc(C)cc1,i,i,i,i,2,-8,-2,i,i,i,i
C=CCOc1cccc(/C=N/NC(=O)CN(c2cc(Cl)ccc2OC)S(=O)(=O)c2ccc(C)c([N+](=O)[O-])c2)c1,i,i,i,i,25,-5,?,i,i,i,i
C[C@H](N=C1NS(=O)(=O)c2ccccc21)C(=O)OCc1cc([N+](=O)[O-])cc2c1OCOC2,i,i,i,i,-17,-8,·,i,i,i,i
COc1cccc(NC(=O)CCN2C(=O)C3CC=CCC3C2=O)c1 (stereo not given),i,i,i,i,-7,-8,-6,i,i,i,i
Cc1nn(C(=O)CCC(=O)NCc2ccccc2Cl)c2ccccc12,i,i,i,i,5,-7,·,i,i,i,i
CCCCCCOc1ccc(N2C(=O)CC(N3CCN(C(=O)c4ccco4)CC3)C2=O)cc1 (stereo not given),i,i,i,i,-15,-1,-8,i,i,i,i
COc1ccccc1NC(=O)CN(Cc1ccco1)C(=O)c1cncc(Br)c1,i,i,i,i,-3,-4,-1,i,i,i,i

The listing continues:
smiles,KCNK9 block,KCNK3 inh,KCNQ1 act,ANO1 activ,SKKanGAS inh,hERG protect,HDAC3 inhib,KCNQ1 block,RGS4 inh,RGS4 act,ANO1 block
COC(=O)N/N=C(\C)c1ccc(C)c([N+](=O)[O-])c1,i,i,i,i,1,2,2,i,i,i,i
Cc1ccc(S(=O)(=O)NCCN(CCNS(=O)(=O)c2ccc(C)cc2)S(C)(=O)=O)cc1,i,i,i,i,1,-9,8,i,i,i,i
COc1ccc(S(=O)(=O)N2CCCCC2)cc1N(C)S(=O)(=O)c1ccccc1,i,i,i,i,1,-12,-1,i,i,i,i
C#CCOc1c(Br)cc(/C=C2/C(=O)ON=C2C)cc1OCC,i,i,i,i,0,-4,-5,i,i,i,i
C/C(=N\NC(=O)c1nc2ccccn2c1C)c1ccco1,i,i,i,i,-3,-13,3,i,i,i,i
CCOC(=O)C1=C(C)N(CCCC(=O)O)C(=O)NC1c1ccc(Cl)cc1Cl (stereo not given),i,i,i,i,0,-5,-1,i,i,i,i
CCCCCCCCn1c2c(c(=N)c3ccccc31)CCC2,-16*,i,i,i,3,-27,·,11*,i,i,·
CC(C)(C)c1ccc(/C=C2\SC(=O)N(CCNC(=O)c3cccc(S(=O)(=O)N4CCOCC4)c3)C2=O)cc1,i,i,i,i,36,-6,-4,i,i,i,i
C=CCN1C(=O)c2ccccc2NC1c1ccc(Br)s1 (stereo not given),-9.2*,i,i,i,1,-13,5,i,i,i,i
CC(Oc1ccccc1Cl)c1nnc(N)s1 (stereo not given),i,i,i,i,13,-13,-1,i,i,i,i
CCOCCCNC(=O)c1oc2ccc(S(=O)(=O)N3CCOCC3)cc2c1C,i,i,i,i,7,-6,-1,i,i,i,i
CCOc1ccc(N(CC(=O)N2CC=C(c3ccccc3)CC2)S(=O)(=O)c2c(C)noc2C)cc1,i,i,i,i,7,-5,-11,i,i,i,i
N#Cc1cnn(-c2ncnc3sc4c(c23)CCCC4)c1N,i,i,i,i,-3,0,-8,i,i,i,i
Cc1ccc(C(=O)NNC(=O)c2cccc(S(=O)(=O)N3CCN(c4ccccc4)CC3)c2)cc1,i,i,i,i,3,-8,0,i,i,i,i
CC(OC(=O)CNC(=O)C12CC3CC(CC(C3)C1)C2)C(=O)Nc1ccc(S(N)(=O)=O)cc1 (stereo not given),i,i,i,i,5,-8,1,i,i,i,i

(continued)
smiles,KCNK9 block,KCNK3 inh,KCNQ1 act,ANO1 activ,SKKanGAS inh,hERG protect,HDAC3 inhib,KCNQ1 block,RGS4 inh,RGS4 act,ANO1 block
Cc1cccc(C(=O)N2CCC(Cc3ccccc3)CC2)c1[N+](=O)[O-],i,i,i,i,-19,-6,-5,i,i,i,i
S=C(Nc1cccc(Cl)c1Cl)N1CCCC1,i,i,i,i,·,-10,2,i,i,i,i
COc1cc(C2NC(=S)NC(c3ccccc3)=C2C(C)=O)cc(Cl)c1OCC(=O)O (stereo not given),i,i,i,i,-3,-8,10,i,i,i,i
CCCn1c(=N)n(CC(O)c2ccc(C)cc2)c2ccccc21 (stereo not given),i,i,i,i,6,-14,3,i,i,i,i
O=C(Nc1ccc(Cl)cc1)N1CCSC1=NCc1ccccc1,i,i,i,i,7,-3,6,i,i,i,i
CCOC(=O)c1c(CCl)nc2ccccc2c1-c1ccccc1,i,i,i,i,12,-11,-8,i,i,i,i
COc1ccc(-c2nnc(SC(C)C(=O)NCc3ccc4c(c3)OCO4)n2Cc2ccco2)cc1 (stereo not given),i,i,i,i,-6,-15,4,i,i,i,i
CNC(=O)c1c(NC(=O)c2ccc(S(=O)(=O)N3CCCCC3)cc2)sc2c1CCN(C(C)C)C2,i,i,i,i,43,-14,-4,i,i,i,i
CC(=O)c1sc(C(C)(C)C)cc1NC(=O)/C=C/C(=O)O,i,i,i,i,2,-6,-1,i,i,i,i
CCCc1cc(=O)oc2cc(OCC(=O)NC(Cc3c[nH]c4ccc(O)cc34)C(=O)O)c(Cl)cc12 (stereo not given),i,i,i,i,-3,-5,3,i,i,i,i
O=C(Nc1ncccc1O)c1c(O)c2ccccc2[nH]c1=O,i,i,i,i,-2,-14,0,i,i,i,i
CCN(C(=S)Nc1ccccc1F)C1CCCCC1,i,i,i,i,-15,-6,-4,i,i,i,i
COc1cc(/C=N/NC(=O)c2ccncc2)cc(OC)c1OC,i,i,i,i,-4,-3,-4,i,i,i,i

A draw from above in order of molecular weight, ascending:
smiles,KCNK9 block,KCNK3 inh,KCNQ1 act,ANO1 activ,SKKanGAS inh,hERG protect,HDAC3 inhib,KCNQ1 block,RGS4 inh,RGS4 act,ANO1 block
Cc1cccc(C(=O)N2CCC(Cc3ccccc3)CC2)c1[N+](=O)[O-],i,i,i,i,-19,-6,-5,i,i,i,i
O=C(Nc1ccc(Cl)cc1)N1CCSC1=NCc1ccccc1,i,i,i,i,7,-3,6,i,i,i,i
COc1cc(C2NC(=S)NC(c3ccccc3)=C2C(C)=O)cc(Cl)c1OCC(=O)O (stereo not given),i,i,i,i,-3,-8,10,i,i,i,i
